S1P4 ag: S1P4 receptor agonists, primary screen, cell-based; Sphingosine 1-phosphate receptor 4 (Homo sapiens), O95977; S1P4-expressing cell line, agonist reporter assay; activation, % at 4.98 µM; actives 0.35% (n = 220,000); in the data active = activation above about 11%;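 note: 0% = DMSO vehicle and 100% = reference agonist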
Target sequence (O95977 whole entry, looked up): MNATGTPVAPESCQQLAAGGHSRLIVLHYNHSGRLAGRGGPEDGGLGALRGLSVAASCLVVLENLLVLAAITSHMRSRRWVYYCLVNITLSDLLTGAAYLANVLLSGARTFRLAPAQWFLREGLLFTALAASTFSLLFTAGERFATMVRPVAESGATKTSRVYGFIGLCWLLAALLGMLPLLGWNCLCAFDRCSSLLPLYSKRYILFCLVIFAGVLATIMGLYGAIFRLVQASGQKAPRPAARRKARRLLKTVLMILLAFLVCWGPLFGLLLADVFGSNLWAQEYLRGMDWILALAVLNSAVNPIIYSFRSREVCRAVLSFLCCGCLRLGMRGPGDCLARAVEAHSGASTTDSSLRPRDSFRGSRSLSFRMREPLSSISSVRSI
Calpain2 inh: inhibitors of pig calpain II, primary screen, biochemical, fluorogenic peptide substrate, 1536-well. purified calpain II, 30 min. inhibition, % at 16 µM. actives 0.37% (n = 220,000). AID 1236, 2008;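 active = inhibition above about 50%, limit read from the data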
TRPML3 ag: human TRPML3 channel agonists, primary screen, cell-based, HEK293 TRPML3-YFP, Fluo-8 calcium fluorescence, 3 µM; Mucolipin-3 (Homo sapiens), Q8TDD5; actives 0.29% (n = 220,000); AID 1448, 2008; 100% = the carbachol control signal; activation, % at 3 µM;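 active = activation above its plate's cutoff, the mean activation of the plate's test wells plus 3 SD, cut at about 12% in these data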;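 note: 0% = DMSO only wells and 100% = carbachol wells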
Target sequence (Q8TDD5 whole entry, looked up): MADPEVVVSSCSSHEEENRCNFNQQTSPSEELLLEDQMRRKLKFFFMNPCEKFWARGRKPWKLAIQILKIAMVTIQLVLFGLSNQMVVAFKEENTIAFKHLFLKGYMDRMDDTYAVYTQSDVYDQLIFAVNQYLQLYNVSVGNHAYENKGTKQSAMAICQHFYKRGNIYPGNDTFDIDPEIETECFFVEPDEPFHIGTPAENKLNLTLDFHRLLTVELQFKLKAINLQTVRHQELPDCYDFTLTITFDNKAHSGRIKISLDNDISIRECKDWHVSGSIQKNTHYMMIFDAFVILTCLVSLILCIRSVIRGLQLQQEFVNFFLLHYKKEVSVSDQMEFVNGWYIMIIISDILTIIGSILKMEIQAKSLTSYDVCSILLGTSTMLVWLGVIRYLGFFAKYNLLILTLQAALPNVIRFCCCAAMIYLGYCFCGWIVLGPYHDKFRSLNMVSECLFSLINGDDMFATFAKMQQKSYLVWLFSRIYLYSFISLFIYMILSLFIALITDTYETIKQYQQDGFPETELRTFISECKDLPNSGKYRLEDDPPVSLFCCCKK
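system = HEK293 cells stably carrying human TRPML3-YFP | doses = one concentration, 3 µM nominal, 0.3% DMSO | timing = dye loading 1 h 37 °C then 30 min ambient, 125 s read | detection = Fluo-8 calcium dye fluorescence, ex 470-495, em 515-575 nm | benchmarks = high control carbachol 87 µM, low control DMSO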
Ba/F3 V617F tox: reduced viability of JAK2V617F-dependent Ba/F3 cells, primary screen, JAK2V617F inhibitor project, cell-based, Ba/F3 EpoR-JAK2V617F, luminescence. inhibition, % at 5.6 µM. actives 1.1% (n = 220,000). ATP luminescence;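 active = inhibition above the campaign mean plus 3 SD over all tested compounds, cut at about 24% in these data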;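 note: cytokine-independent growth of Ba/F3 cells driven by EpoR plus mutant JAK2; 0% = DMSO-treated cells and 100% = JAK inhibitor I control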
TRPN1 ag: zebrafish TRPN1 channel agonists, primary screen, cell-based, HEK293, calcium fluorescence; transient receptor potential cation channel N1 (TRPN1/NompC), Danio rerio; actives 0.18% (n = 220,000); HEK293 zebrafish TRPN1-YFP, Fluo-8 calcium fluorescence; 100% = response to 87 µM carbachol; activation, % at 3 µM;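 active = activation above its plate's cutoff, the mean activation of test wells on that plate plus 3 SD, cut at about 19% in these data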;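 note: 0% = DMSO alone and 100% = 87 µM carbachol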
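System: zebrafish TRPN1-YFP in HEK293 cells / Dosing: 3 µM single point / Timing: dye loading 1 h at 37 °C, then 30 min room temperature / Signal: Fluo-8 calcium fluorescence, excitation 470-495 nm, emission 515-575 nm / Read-out basis: percent activation from peak over basal fluorescence ratio, control-normalized / Control set: high carbachol 87 µM, low DMSO alone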
S1P4 antagonist: S1P4 receptor antagonists, primary screen, cell-based; actives 0.26% (n = 220,000); Sphingosine 1-phosphate receptor 4 (Homo sapiens), O95977; inhibition, % at 4.98 µM; S1P4-expressing cells, antagonist mode, reporter read-out; in the data active = inhibition above about 29%;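 note: 0% = wells stimulated with agonist and 100% = vehicle wells without agonist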
EP2 modulator: EP2 receptor modulators, cAMP readout, primary screen, cell-based, HTRF cAMP, PGE2 stimulation; Prostaglandin E2 receptor EP2 subtype (Homo sapiens), P43116; EP2-expressing cells, cAMP HTRF FRET, PGE2 co-stimulation; induction, % at 25 µM; actives 0.83% (n = 260,000);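 active = compounds whose cAMP rise, as percent of the full-agonist control response, exceeds 60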;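 note: rat C6 glioma line stably carrying human EP2 under a CMV promoter; the protocol text gives 20 µM as final concentration; 100% = response of wells given 1 µM PGE2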
BaF3 parental: parental Ba/F3 cell viability inhibition, counter-screen for JAK2V617F inhibitor project, murine pro-B, CellTiter-Glo luminescence. CellTiter-Glo ATP luminescence. inhibition, % at 5.6 µM. actives 1.1% (n = 220,000). AID 1486, 2009;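 active = inhibition above a per-campaign cutoff, the mean inhibition of all tested compounds plus 3 SD, cut at about 27% in these data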;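 note: 0% = DMSO wells and 100% = JAK Inhibitor I control wells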
PERK inh: block of dimerizer-induced PERK translation repression, primary screen, PERK inhibitor project, CHO PERK-DD cells, SEAP luminescence, HTS | AID 1416, 2008 | inhibition, % at 5.6 µM | CHO PERK-DD fusion, SEAP luminescence translation reporter | Eukaryotic translation initiation factor 2-alpha kinase 3 (Homo sapiens), Q9NZJ5 | actives 0.17% (n = 220,000);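 active = inhibition above the mean inhibition of all tested compounds plus 3 SD, set separately per screening campaign, cut at about 2.9% in these data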;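 note: PERK kinase domain activated by AP20187 dimerizer at 100 nM; 0% = DMSO with dimerizer and 100% = rapamycin at 8.4 µM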
An asterisk follows results filed as active; & = joins results of further samples.

SMILES	S1P4 ag	Calpain2 inh	TRPML3 ag	Ba/F3 V617F tox	TRPN1 ag	S1P4 antagonist	EP2 modulator	BaF3 parental	PERK inh
COc1ccc(C(=O)N2CCN(C(=O)c3ccco3)CC2)cc1	-1.4	-12	0.4	-2	1.1	9	9	5	0.8
CC(C)/C(=N/Nc1ccccc1[N+](=O)[O-])c1ccccc1	1.2	19	0.7	-2	-1.9	0	59	0	0.3
Cc1ccc(OCCSc2nnc(C)c(=O)n2N)cc1	2.6	25	0.9	1	-0.4	-5	-8	4	-0.3
O=S(=O)(Nc1ccc2c(c1)nc1n2CCOC1)c1ccc(Cl)cc1	-1.0	-23	0.7	-1	2.6	-6	-8	4	0.7
COc1cc(OC)cc(C(=O)N2CCN(C(=O)COc3ccc4ccccc4c3)CC2)c1	0.3	-26	-2.0	-3	-0.9	-9	-43	3	-0.3
COc1cc(NC(=O)C2CCCN(S(=O)(=O)c3cnc[nH]3)C2)cc(OC)c1 (stereo not given)	0.8	13	-0.1	0	-0.6	-20	1	8	1.0
COc1c(C)cc(Br)cc1C(=O)Nc1ccc(N2CCN(S(C)(=O)=O)CC2)cc1	-2.6	-98	0.6	-2	-1.4	-6	17	-1	-0.6
Cc1ccc(C)c(NC(=S)NCc2ccc3[nH]c4c(c3c2)CCCC4)c1	5.1	-45	-0.1	1	-2.0	11	-45	8	0.3
C=CCN(c1ccccc1)S(=O)(=O)c1c(C)[nH]c(=O)[nH]c1=O	-1.8	2	0.2	-3	-0.7	4	14	-2	1.2
CCS(=O)(=O)N1CCN(c2ccccc2)CC1	1.9	14	0.3	-1	2.3	-1	2	-7	0.2
Cc1nc2cc(O)ccc2n1C	-3.3	-11	1.1	-3	-0.7	-3	5	0	0.7
Cc1csc2nc(CNS(=O)(=O)c3ccc4c(c3)CCCC4)cn12	0.6	-10	-0.1	0	5.1	7	-11	7	1.9
O=C(c1ccc(CN2CCc3ccccc3C2)cc1)N1CCCCC1	0.9	-26	-0.2	0	1.5	-15	18	3	-0.2
CC(OC(=O)c1ccc2c(=O)n3c(nc2c1)CCCCC3)C(=O)Nc1ccc(F)cc1Cl (stereo not given)	-0.7	-16	-0.3	-1	-0.4	-11	17	2	0.0
COc1ccc(NCc2nnc(SCC(=O)c3ccc(OC)cc3)o2)cc1	-3.6	18	1.2	-1	-0.1	0	-54	4	-0.2
CNc1nnc(-c2ccco2)s1	0.9	-11	-0.5	-4	-0.2	-3	15	-1	-0.2
COc1ccc(NC(=O)COC(=O)CCCc2c[nH]c3ccccc23)cc1	0.8	-23	0.2	-1	-0.3	1	6	4	0.1
CCNC(=S)NNc1ccccc1	0.1	8	0.7	-4	1.8	12	4	1	1.9
COc1ccc2nc(SCC(=O)NCCc3ccccc3)[nH]c2c1	-1.1	-13	-0.8	-1	-0.4	15	-1	0	1.1
Cc1nn(C)c(C(=O)NNC(=S)NCc2ccco2)c1Cl	-1.0	20	-0.2	-3	-0.8	-8	22	0	0.4
O=S1(=O)CCN2C(=N1)SC1=C2CCN(Cc2ccccc2)C1	1.6	13	-0.1	-2	0.6	-10	30	4	0.6
O=C(NCCCN1CCCC1=O)c1ccc(CNS(=O)(=O)c2ccc(F)cc2)cc1	1.5	-13	0.7	1	-0.5	-14	15	0	-0.6
O=C(Nc1ccc2c(c1)OCCO2)C1CCN(S(=O)(=O)c2cccc3nsnc23)CC1	1.5	13	0.3	3	0.0	-6	-29	4	1.0
Oc1ccc(N=Cc2sc3ccccc3c2Cl)cc1	0.1	2	0.6	1	0.1	2	-8	3	1.0
Cc1ccc(OCC(=O)Nc2ccccc2N2CCOCC2)c(C)c1	-1.5	-7	5.6	-5	2.0	3	39	7	0.8

Following part
SMILES	S1P4 ag	Calpain2 inh	TRPML3 ag	Ba/F3 V617F tox	TRPN1 ag	S1P4 antagonist	EP2 modulator	BaF3 parental	PERK inh
COC(=O)C1C2C=CC3(CN(Cc4cccs4)C(=O)C13)O2 (stereo not given)	-0.4	0	0.8	0	1.2	-4	31&-9	2	0.8
O=C(O)c1ccccc1Cc1nc2cc(Cl)ccc2c(=O)[nH]1	-1.0	-31	0.6	1	-0.6	-7	46	2	1.5
CCO[C@@H]1OC(C(N)=O)=C[C@H](c2cn(C(C)=O)c3ccccc23)[C@H]1CCCO	1.1	11	0.1	0	0.9	1	6	4	0.8
Cc1ccc(C(=O)COC(=O)CNC(=O)CN2C(=O)c3ccccc3C2=O)cc1	-1.6	-15	0.8	-3	0.7	-5	23	4	2.1
CC(C)C[C@H](NC(=O)c1[nH]cnc1C(=O)N[C@@H](C)c1ccccc1)C(=O)OC(C)(C)C	-0.6	19	-0.8	-4	-3.4	-5	46	1	0.7
CC(C)N(Cc1nccn1C)C(=O)CC1C(=O)NCCN1Cc1ccccc1C(F)(F)F (stereo not given)	0.2	13	0.2	-3	-0.2	-4	-25	-1	1.7
CN1C(=O)C(CCC(=O)O)NC1=S (stereo not given)	-0.7	-13	0.8	-1	1.8	-6	-10	2	1.5
O=C(COC(=O)c1ccc(Cl)nc1)Nc1ccccc1OC(F)F	1.0	18	-0.6	-2	-1.6	-25	-27	1	-0.5
COC(=O)C1=C(C)N=C2SCCC(=O)N2C1c1ccc(C(=O)OC)cc1 (stereo not given)	1.4	21	1.2	-1	0.1	-3	16	7	-0.3
CCN(Cc1ccccc1)C(=O)CSc1nc(C)cc(=O)[nH]1	0.4	-14	0.1	0	-0.9	0	9	5	-0.7
CN(C)S(=O)(=O)c1cc(NC(=O)CN2CCN(c3ccccc3F)CC2)ccc1Cl	-0.9	-26	1.8	0	1.3	0	-26	2	-0.2
CCCCNC(=O)N1CCc2ccccc2C1	0.6	-10	0.2	0	-0.5	-21	17	2	0.2
CC1(NC(=O)c2cc(S(=O)(=O)N3CCCCC3)ccc2Cl)CCS(=O)(=O)C1 (stereo not given)	4.2	-8	-0.9	-1	-0.5	-20	-20	5	0.2
COc1ccc(C(=O)SC2=NCCS2)cc1	0.9	-11	-0.6	-3	0.0	-22	28	0	1.1
Cc1sc2nc(COC(=O)c3cccc(OC(F)F)c3)[nH]c(=O)c2c1C	1.1	22	-0.6	0	0.4	-2	-30	-3	-0.2
O=c1oc2ccccc2c(Nc2ccc(F)cc2)c1[N+](=O)[O-]	0.3	4	1.3	0	3.1	6	8	8	2.3
O=C1CSC(c2ccncc2)N1Cc1ccccc1 (stereo not given)	0.5	6	0.3	-3	0.5	12	5	0	1.5
c1ccc(-n2nnnc2CN2CCOCC2)cc1	5.0	-6	1.2	-3	1.7	-5	-2	3	1.0
O=C(NCc1ccc(F)cc1)C(=O)NCC1OCCN1S(=O)(=O)c1ccc2c(c1)OCCO2 (stereo not given)	-0.3	-19	0.8	1	0.1	-5	-2	-4	0.8
C/C(=N/NC(=O)c1sc(=S)n(C)c1C)c1ccccc1	-0.3	-7	0.4	2	-0.4	9	17	5	0.6
CC(C)(C)C(=O)c1cn(CC(=O)NCc2ccc3c(c2)OCO3)c2ccccc12	4.2	0	0.2	1	0.1	-10	-72&-23	5	-0.9
CCCCN(C(=O)NC(=O)Nc1ccccc1OC)S(C)(=O)=O	-0.6	13	0.9	0	1.6	6	50	2	1.1
CC(C)C(=O)Nc1nnc(CCc2nnc(NC(=O)C(C)C)s2)s1	0.5	-12	0.0	-4	1.0	-11	16	1	0.7
Cc1cc(NC(=O)c2ccc(N3C(=O)CCC3=O)cc2)no1	-1.4	4	0.0	-4	0.8	-4	19	3	2.3
CC(C)NS(=O)(=O)c1ccc(OCC(=O)Nc2ccc3c(c2)OCO3)cc1	-0.5	-10	0.9	1	0.0	-9	11	2	1.5

(continued)
SMILES	S1P4 ag	Calpain2 inh	TRPML3 ag	Ba/F3 V617F tox	TRPN1 ag	S1P4 antagonist	EP2 modulator	BaF3 parental	PERK inh
COc1ccc(CN2C(=O)CC(C(=O)NCCc3ccc(S(N)(=O)=O)cc3)SC2=Nc2ccccc2)cc1 (stereo not given)	4.9	2	0.7	2	0.7	-15	-20	9	-0.9
COc1ccc(NC(=O)CN(C)CC(=O)Nc2ccc(Cl)cc2[N+](=O)[O-])cc1	0.8	0	-0.1	1	0.7	-7	-54	5	-0.4
CN1CCN(/C=N/C2=C(C#N)C(c3ccccc3)C3=C(CC(C)(C)CC3=O)O2)CC1 (stereo not given)	-0.1	14	0.0	3	-0.1	-17	-3	12	-0.5
Cc1cccc(C)c1NC(=O)CN(C)CC(=O)Nc1cc(Cl)ccc1C#N	0.7	12	1.1	1	1.3	-20	-22	3	-0.3
CC(C)OC(=O)CSc1nc2c(c(C3CC=CCC3)c1C#N)CCC2 (stereo not given)	-2.9	19	0.8	-1	0.0	9	54	2	0.4
COc1cc(-c2nc(-c3ccc(NC(=O)c4ccc(Br)o4)cc3)no2)cc(OC)c1OC	2.8	-242	1.2	-5	-0.8	-17	-12	3	-1.5
Cn1[nH]c(-c2ccccc2)c(/C=N/O)c1=O	2.8	28	1.3	0	0.9	-4	33	6	1.5
CCCN(CCC)C(=O)Cn1c(=O)n(CCCCC(=O)NC2CCCC2)c(=O)c2ccccc21	0.1	21	-0.6	-5	-0.8	-4	52	-2	0.8
COc1cc(C(=O)N2CCN(C/C=C/c3ccccc3)CC2)cc(OC)c1OC	0.4	-21	0.4	-3	0.9	6	3	6	-1.0
C/C(Nc1cccc(F)c1)=C(/C#N)C(N)=O	1.0	-15	-0.3	3	-1.0	13	-21	0	0.3
CCC(CC)NC(=O)COC(=O)c1ccc(OCc2ccc(C(C)=O)cc2OC)c(OC)c1	-1.1	-14	-0.2	0	1.3	-18	-42	3	-0.7
O=S1(=O)N=C(N/N=C/c2ccccn2)c2ccccc21	0.9	24	0.3	5	-0.1	-5	22	5	0.2
Cc1ccc(-c2nc(C)c(C(=O)O)s2)cc1	1.9	4	0.8	-1	-0.2	-2	4	8	1.4
CCCCC(=O)Nc1ccccc1C#N	2.2	19	0.0	1	-0.9	9	22	6	0.1
O=C(Cc1ncc(C(F)(F)F)cc1Cl)Nc1ccc(F)cc1	-0.3	9	1.4	-7	0.0	-16	-6	-2	0.3

Another view of three compounds above:
| Structure | S1P4 ag | Calpain2 inh | TRPML3 ag | Ba/F3 V617F tox | TRPN1 ag | S1P4 antagonist | EP2 modulator | BaF3 parental | PERK inh |
| --- | --- | --- | --- | --- | --- | --- | --- | --- | --- |
| O=S1(=O)N=C(N/N=C/c2ccccn2)c2ccccc21 | 0.9 | 24 | 0.3 | 5 | -0.1 | -5 | 22 | 5 | 0.2 |
| Cc1ccc(-c2nc(C)c(C(=O)O)s2)cc1 | 1.9 | 4 | 0.8 | -1 | -0.2 | -2 | 4 | 8 | 1.4 |
| CCCCC(=O)Nc1ccccc1C#N | 2.2 | 19 | 0.0 | 1 | -0.9 | 9 | 22 | 6 | 0.1 |

Screens from PubChem BioAssay.
